From PubChem BioAssay
FBA Mtb inh: inhibitors of M. tuberculosis fructose-bisphosphate aldolase | P9WQA3 | purified M. tuberculosis FBA, fluorescence read-out | inhibition, % at 1 µM | 360,000 compounds, 2.3% hits | AID 588726; in the data active means inhibition above about 27%;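 further: 0% = vehicle and 100% = reference inhibitor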
Target sequence (P9WQA3 whole entry, looked up): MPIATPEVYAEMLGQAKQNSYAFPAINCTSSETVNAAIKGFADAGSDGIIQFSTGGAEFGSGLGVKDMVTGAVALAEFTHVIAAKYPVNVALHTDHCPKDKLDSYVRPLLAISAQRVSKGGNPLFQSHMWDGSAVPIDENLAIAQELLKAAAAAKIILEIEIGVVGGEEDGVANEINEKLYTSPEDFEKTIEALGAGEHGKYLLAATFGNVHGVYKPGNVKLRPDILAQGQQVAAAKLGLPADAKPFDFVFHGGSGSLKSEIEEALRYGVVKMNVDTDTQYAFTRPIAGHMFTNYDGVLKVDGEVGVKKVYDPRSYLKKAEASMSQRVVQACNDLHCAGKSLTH
Rv3671c protease: Rv3671c (M. tuberculosis) protease inhibition. P9WHR9. inhibition, % at 5.96 µM. 320,000 compounds, 0.048% hits. AID 2606; in the data active means inhibition above about 38%;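 further: extracellular domain of Rv3671c used as enzyme; 0% = enzyme with DMSO and 100% = no enzyme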
BoNT F protease: blocks Botulinum neurotoxin F light chain protease; Multiplex microsphere protease cleavage assay, flow cytometry; inhibition, % at 10 µM; 360,000 compounds, 0.22% hits; in the data active means inhibition above about 35%, passing the limit was not always enough; inconclusive means no clear call, values can overlap the other calls; further: plate controls were buffer without enzyme for full effect and enzyme alone for no effect
Mtb BioA inh: BioA (M. tuberculosis) enzyme inhibition; purified M. tuberculosis BioA enzyme, plate reader; inhibition, % at 9.99 µM; 360,000 compounds, 0.096% hits; in the data active means inhibition above about 40%; inconclusive means no clear call, values can overlap the other calls
FadD28 FP inh: blocks FadD28 binding to the bisubstrate probe; fluorescence polarization; inhibition, % at 12.5 µM; 360,000 compounds, 0.22% hits; in the data active means inhibition above about 8.5%, passing the limit was not always enough; inconclusive means no clear call, values can overlap the other calls
PrPC TRFRET: inhibitors of human cell surface prion protein PrPC. AID 720596. inhibition, % at 13.8 µM. 370,000 compounds, 0.43% hits. TR-FRET read-out; in the data active means inhibition above about 24%; further: 0% = median of the test wells and 100% = reference compound wells
MazEF act: increases E. coli MazEF RNase cleavage of RNA | P0AE70 | FAM/BHQ RNA-DNA oligo cleavage fluorescence, 5 h | activation, % at 20 µM | 350,000 compounds, 0.32% hits | AID 504720; in the data active means activation above about 50%
Target sequence (P0AE70 whole entry, looked up): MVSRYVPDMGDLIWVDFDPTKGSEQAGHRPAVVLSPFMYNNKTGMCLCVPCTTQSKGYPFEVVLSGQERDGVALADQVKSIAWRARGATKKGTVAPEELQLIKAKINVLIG
GDH-TPI inh: GDH-TPI coupled enzyme inhibition counter-screen; inhibition, % at 4.8 µM; GDH-TPI coupled enzyme counterscreen, NADH absorbance; 360,000 compounds, 1.2% hits; in the data active means inhibition above about 30%;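 further: 0% = DMSO wells and 100% = wells lacking the enzyme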
UGM FP inh: inhibitors of M. tuberculosis UDP-galactopyranose mutase; purified UGM, fluorescence polarization probe displacement; P9WIQ1; 320,000 compounds, 0.06% hits; AID 504406; inhibition, % at 10 µM; in the data active means inhibition above about 10%, passing the limit was not always enough; inconclusive means no clear call, values can overlap the other calls
Target sequence (P9WIQ1 whole entry, looked up): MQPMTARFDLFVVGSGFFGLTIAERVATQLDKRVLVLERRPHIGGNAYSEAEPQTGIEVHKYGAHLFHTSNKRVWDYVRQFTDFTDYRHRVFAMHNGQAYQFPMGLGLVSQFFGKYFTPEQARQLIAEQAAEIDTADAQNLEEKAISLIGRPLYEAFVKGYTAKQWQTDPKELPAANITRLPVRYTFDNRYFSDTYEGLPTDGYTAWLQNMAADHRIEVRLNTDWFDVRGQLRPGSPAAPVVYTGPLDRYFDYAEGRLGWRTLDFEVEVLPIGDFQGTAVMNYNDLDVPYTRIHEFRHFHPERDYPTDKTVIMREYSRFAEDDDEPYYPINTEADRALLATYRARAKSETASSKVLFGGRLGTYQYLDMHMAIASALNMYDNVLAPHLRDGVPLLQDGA
Active calls of the source: *; ? = inconclusive; · = no result given; & = joins results of further samples.

Labels used below: A = FBA Mtb inh; B = Rv3671c protease; C = BoNT F protease; D = Mtb BioA inh; E = FadD28 FP inh; F = PrPC TRFRET; G = MazEF act; H = GDH-TPI inh; I = UGM FP inh
SMILES: Cc1cc(C)n(CCOC(=O)c2sc3ccccc3c2Cl)n1
  A: -3	B: -3	C: 17	D: -0.7	E: -4.1	F: 9	G: -3	H: 3	I: -0.9

SMILES: Cn1nnc2cc(C(=O)NC3CC3)ccc21
  A: 3	B: -8	C: -4	D: 11	E: -0.4	F: -2	G: 10	H: 9	I: 2.0

SMILES: Cn1c(C(=O)NCCCN2CCCCCC2)cc2c(=O)n(C)c3ccccc3c21
  A: 8	B: 0	C: -10	D: -3.6	E: -0.4	F: -1	G: -8	H: 15	I: 0.3

SMILES: O=C(c1cccnc1Cl)N1CCOCC1
  A: 2	B: 2	C: -1	D: ·	E: -5.1	F: 5	G: 7	H: -12	I: -0.5

SMILES: CCN1C(=NCCOC)N[C@@H](c2ccccc2)[C@H](C(=O)OC)[C@H]1C
  A: 2	B: 0	C: -4	D: -1.2	E: -1.9	F: 8	G: 4	H: 13	I: -1.0

SMILES: O=C(NCc1ccncc1)Nc1cc(Cl)ccc1Cl
  A: 0	B: -15	C: 3	D: 0.8	E: -3.8	F: 0	G: 0	H: 4	I: -1.2

SMILES: Cc1ccc(NC(=O)N(Cc2cc3cc(C)cc(C)c3[nH]c2=O)CC2COCCO2)cc1 (stereo unspecified)
  A: -1	B: 7	C: 1	D: -0.1	E: -4.5	F: -7	G: -2	H: -4	I: -1.6

SMILES: CCn1c(=O)c2ccccc2n2c(SCC(=O)N3CCc4ccccc4C3)nnc12
  A: 3	B: 6	C: -1	D: -0.2	E: -1.9	F: -5	G: -1	H: 4	I: -0.5

SMILES: Cc1nn(-c2ccccc2)c(C)c1/C=C/C(=O)OCC(=O)Nc1ncc(Cl)cc1Cl
  A: -3	B: 4	C: -4	D: ·	E: -0.5	F: -3	G: -4	H: 5	I: -0.2

SMILES: CN(C(=O)COC(=O)c1ccc2c(c1)OCO2)C1CCCCC1
  A: 2	B: 2	C: 1	D: -0.5	E: -1.2	F: 8	G: 3	H: 7	I: 4.1

SMILES: Cc1c(C(=O)Nc2ccc3c(c2)OCCO3)cnn1C
  A: 0	B: -2	C: -20	D: 4.0	E: -2.7	F: 5	G: 11	H: -9	I: -3.2

SMILES: Nc1c(Cl)cc([N+](=O)[O-])cc1Cl
  A: 4	B: -1	C: -1	D: -4.0	E: 1.7	F: 1	G: 4	H: 14	I: 0.6

SMILES: C=CCNc1nc(C(=O)OCC(=O)c2cccc(Br)c2)cs1
  A: -1	B: -6	C: -1	D: -1.3	E: -2.7	F: -1	G: -4	H: 10	I: -3.0

SMILES: CC(C)(C)NC(=O)CSc1nc2scc(-c3ccccc3)c2c(=O)[nH]1
  A: -1	B: 7	C: -3	D: ·	E: -0.5	F: 4	G: -7	H: 1	I: -0.4

SMILES: C=C1C2(C(=O)Nc3ccc(SC(F)F)cc3)CCC(C2)C1(C)C (stereo unspecified)
  A: 3	B: 3	C: 2	D: -0.5	E: -1.3	F: 10	G: -2	H: 6	I: ·

SMILES: Cc1ccc([C@H]2C[C@@H](O)[C@H](n3cc(COC(=O)c4ccccc4)nn3)CN2Cc2cccs2)cc1
  A: 5	B: ·	C: 1	D: -0.1	E: 0.0	F: 12	G: -2	H: 4	I: ·

SMILES: NC(=O)c1ccsc1NC(=O)COC(=O)CSc1ccc(Cl)cc1
  A: 0	B: -22	C: 3	D: -0.7	E: -2.9	F: 2	G: 7	H: -2	I: -0.8

SMILES: O=C(Cn1nc(C(F)(F)F)c2c1CCC2)NCc1ccc(F)cc1
  A: -1	B: 4	C: -11	D: -1.5	E: -4.2	F: -2	G: 5	H: -7	I: -2.6

SMILES: O=C(Cc1ccc(Br)cc1)N1CCOCC1
  A: 0	B: -3	C: ?	D: -1.1	E: -2.2	F: 11	G: 14	H: 3	I: 0.5

SMILES: O=C(CCC(=O)N(CC(=O)NC1CCCCC1)c1ccccc1F)Nc1nccs1
  A: -1	B: 5	C: 10	D: 0.5	E: -5.7	F: 1	G: 1	H: -10	I: 0.3

SMILES: CN(C(=O)Nc1ccc(Cl)cc1)c1c2c(nn1C)CCCC2
  A: -1	B: -9	C: -6	D: 0.1	E: -3.8	F: 0	G: 2	H: 1	I: -1.4

SMILES: COc1ccc(C2SCC(C(=O)O)N2C(C)=O)cc1 (stereo unspecified)
  A: -1	B: -1	C: 5	D: -2.0	E: -3.2	F: 5	G: 0	H: -3	I: 0.4

SMILES: Fc1ccc(Nc2ccnc(C(F)(F)F)c2)cc1
  A: 2	B: 2	C: -14	D: -0.8	E: -2.4	F: 4	G: -1	H: 0	I: -0.2

SMILES: COc1cc(C(=O)NCC(=O)N/N=C/c2ccc(OC(=O)c3ccco3)cc2)cc(OC)c1OC
  A: -5	B: 4	C: -2	D: ·	E: -0.8	F: -4	G: 4	H: -2	I: 1.9

SMILES: Cc1cc([N+](=O)[O-])nn1CCCC(=O)Nc1ccc2c(c1)OCO2
  A: -4	B: 3	C: -2	D: -0.7	E: -4.3	F: -7	G: -2	H: -16	I: -0.4

SMILES: O=C(Cn1c(=O)c2cccn2c2cccnc21)N1CCN(c2ccc(Cl)cc2)CC1
  A: 3	B: -4	C: -5	D: -1.4	E: 0.2	F: ·	G: 6	H: 13	I: -0.3

SMILES: C[C@H]1CN([C@@H](C)CO)C(=O)CCCn2nncc2CO[C@H]1CN(C)S(=O)(=O)c1ccccc1
  A: -1	B: ·	C: -6	D: -2.3&0.6&-2.5	E: -0.7	F: -7	G: 4	H: 7	I: ·

SMILES: CC(C)Oc1ccc(CCC(=O)NNC(=O)c2ccccc2C(=O)O)cc1
  A: 1	B: -5	C: 13	D: 2.0	E: -1.5	F: 9	G: 5	H: -7	I: 0.8

SMILES: COc1ccc(NC(=O)CSc2nnc(C3CCCCC3)n2N)c(OC)c1
  A: 0	B: 9	C: 0	D: -0.4	E: -3.4	F: 4	G: -5	H: 6	I: 0.8

SMILES: CC1CCN(C(=O)CSc2nc(C3CC3)nc3ccccc23)CC1
  A: 0	B: -20	C: 0	D: ·	E: ·	F: 18	G: 9	H: -2	I: 2.4

SMILES: COC(=O)c1scc(C)c1NC(=O)C1CCCCC1
  A: 0	B: -3	C: -1	D: -1.0	E: -1.1	F: -3	G: 4	H: 8	I: 2.8

SMILES: NS(=O)(=O)c1ccc(CCNC(=O)CCCn2c(=O)[nH]c3ccc(Br)cc3c2=O)cc1
  A: 2	B: 4	C: 3	D: ·	E: -7.4	F: -2	G: -2	H: -3	I: -1.0

SMILES: COc1ccc(N2C(=O)N3[C@@H]4c5ccccc5OC[C@@H]4[C@@H](c4ccccc4)[C@@]3(C)C2=O)cc1
  A: 1	B: 2	C: -1	D: -1.1	E: -5.8	F: 4	G: 1	H: 8	I: -0.7

SMILES: CCN(C(=O)c1ccc(S(=O)(=O)N2CCCC2)cc1)C1CCS(=O)(=O)C1 (stereo unspecified)
  A: 1	B: 6	C: 1	D: 0.2	E: -2.0	F: 2	G: -3	H: -7	I: -2.3

SMILES: CC(=O)N1CC=CC1(CC(C)C)C(=O)NCCc1c[nH]c2ccccc12 (stereo unspecified)
  A: 0	B: -7	C: -6	D: -0.5	E: 0.4	F: 3	G: -30	H: -5	I: -0.4

SMILES: O=C(Nc1ccc2c(c1)OCCO2)c1cc2sccc2n1Cc1ccc(F)cc1
  A: -6	B: -26	C: ?	D: -1.4	E: -4.2	F: 4	G: 22	H: 14	I: -0.3

SMILES: CCC(C)C(NS(=O)(=O)c1ccc(C)cc1)C(=O)N1CCOCCOCCOCC1 (stereo unspecified)
  A: -4	B: 4	C: -22	D: ·	E: 0.2	F: -3	G: 10	H: -4	I: 0.0

SMILES: COC(=O)c1cc(OC)c(OC)cc1NC(=O)CCCCCN1C(=O)CCC1=O
  A: 17	B: 4	C: -1	D: 0.6	E: 1.7	F: -6	G: 0	H: 2	I: 0.0

SMILES: CCCC(=O)Nc1ccc2nc(SCC(=O)Nc3ccc(N4CCOCC4)c(Cl)c3)sc2c1
  A: -2	B: -1	C: 0	D: 1.5	E: -2.1	F: 4	G: -15	H: -3	I: -1.2

SMILES: O=C(NCc1ccc(Cl)cc1)c1cc([N+](=O)[O-])ccc1Cl
  A: 3	B: 0	C: -3	D: ·	E: -0.8	F: 4	G: -1	H: 7	I: 1.2

SMILES: N#Cc1ccc(NC(=O)N2CCC(c3nc4c(nnn4Cc4cccc(Cl)c4)c(=O)[nH]3)CC2)cc1
  A: 4	B: -5	C: -4	D: 0.6	E: -8.2	F: 1	G: 2	H: -4	I: 0.4

SMILES: Cc1ccc(CNC(=O)c2ccc(CS(=O)(=O)c3ccccc3)o2)cc1
  A: 4	B: 5	C: 9	D: -3.4	E: 1.5	F: 1	G: 2	H: 8	I: 4.0

SMILES: CN(CC(=O)Nc1ccccc1Br)C(=O)CNC(=O)c1ccco1
  A: -3	B: 2	C: -1	D: ·	E: -4.7	F: -11	G: 2	H: -3	I: 1.0

SMILES: O=C(CCCOc1ccc(Cl)cc1Cl)NN1CCOCC1
  A: -1	B: 3	C: -8	D: ·	E: 1.7	F: -3	G: 0	H: -4	I: 0.2

SMILES: COc1ccccc1CNC(=O)c1cccc(C)c1[N+](=O)[O-]
  A: -4	B: 13	C: -9	D: -1.7	E: -0.8	F: 0	G: -2	H: -8	I: 3.9

SMILES: COC(=O)CSc1nc2cc(C)cc(C)c2cc1C#N
  A: -4	B: -10	C: 8	D: -1.2	E: 0.8	F: -2	G: 131*	H: 4	I: -0.1

SMILES: O=C(CSc1nc2ccccc2nc1N1CCCCC1)N1CCN(c2ccccc2)CC1
  A: 2	B: 2	C: -9	D: -1.1	E: 1.2	F: 1	G: -25	H: 0	I: 0.2

SMILES: O=C(CSc1nnc(-c2ccccn2)n1-c1ccc(Cl)cc1)Nc1ccc2c(c1)OCO2
  A: 5	B: 0	C: 2	D: -1.1	E: 0.6	F: 9	G: -5	H: 10	I: -1.9

SMILES: O=C(c1ccccc1)c1cn[nH]c1-c1ccccc1O
  A: 0	B: -2	C: -2	D: 0.5	E: -1.2	F: 4	G: 1	H: -2	I: -2.2

SMILES: COc1ccccc1NC(=O)N(C)C[C@@H]1OCc2cnnn2CCCC(=O)N([C@@H](C)CO)C[C@H]1C
  A: 3	B: ·	C: 0	D: -3.1&-1.7&0.4	E: 0.1	F: 12	G: 4	H: 8	I: ·

SMILES: CCOC(=O)C(Cc1ccccc1)C(=O)c1ccco1 (stereo unspecified)
  A: 4	B: -3	C: 2	D: 0.3	E: 0.2	F: 5	G: 5	H: -10	I: 1.7

SMILES: Cc1[nH]n(-c2ccc(Cl)c(Cl)c2)c(=O)c1CCO
  A: 2	B: -11	C: -4	D: 0.3	E: -3.7	F: 7	G: 21	H: 5	I: 1.0

Of the compounds above, these have an NH in an aromatic ring:
Labels used below: A = FBA Mtb inh; B = Rv3671c protease; C = BoNT F protease; D = Mtb BioA inh; E = FadD28 FP inh; F = PrPC TRFRET; G = MazEF act; H = GDH-TPI inh; I = UGM FP inh
SMILES: Cc1ccc(NC(=O)N(Cc2cc3cc(C)cc(C)c3[nH]c2=O)CC2COCCO2)cc1 (stereo unspecified)
  A: -1	B: 7	C: 1	D: -0.1	E: -4.5	F: -7	G: -2	H: -4	I: -1.6

SMILES: CC(C)(C)NC(=O)CSc1nc2scc(-c3ccccc3)c2c(=O)[nH]1
  A: -1	B: 7	C: -3	D: ·	E: -0.5	F: 4	G: -7	H: 1	I: -0.4

SMILES: NS(=O)(=O)c1ccc(CCNC(=O)CCCn2c(=O)[nH]c3ccc(Br)cc3c2=O)cc1
  A: 2	B: 4	C: 3	D: ·	E: -7.4	F: -2	G: -2	H: -3	I: -1.0

SMILES: CC(=O)N1CC=CC1(CC(C)C)C(=O)NCCc1c[nH]c2ccccc12 (stereo unspecified)
  A: 0	B: -7	C: -6	D: -0.5	E: 0.4	F: 3	G: -30	H: -5	I: -0.4

SMILES: N#Cc1ccc(NC(=O)N2CCC(c3nc4c(nnn4Cc4cccc(Cl)c4)c(=O)[nH]3)CC2)cc1
  A: 4	B: -5	C: -4	D: 0.6	E: -8.2	F: 1	G: 2	H: -4	I: 0.4

SMILES: O=C(c1ccccc1)c1cn[nH]c1-c1ccccc1O
  A: 0	B: -2	C: -2	D: 0.5	E: -1.2	F: 4	G: 1	H: -2	I: -2.2

SMILES: Cc1[nH]n(-c2ccc(Cl)c(Cl)c2)c(=O)c1CCO
  A: 2	B: -11	C: -4	D: 0.3	E: -3.7	F: 7	G: 21	H: 5	I: 1.0
